Yp Topo-I inh – blocks Yersinia pestis topoisomerase I activity | Y. pestis Topo-I cleavage product accumulation, plate reader | activity, % at 10 µM | 360,000 compounds, 0.064% hits; in the data active means activity above about 50%, passing the limit was not always enough; further: inactives centre near 2
VHR inh abs – DUSP3 (human) phosphatase inhibition; P51452; recombinant VHR phosphatase, pNPP absorbance; inhibition, % at 13.3 µM; 290,000 compounds, 0.52% hits; in the data active means inhibition above about 50%; further: some compounds called inactive have numbers as strong as hits
Target sequence (P51452 whole entry, looked up): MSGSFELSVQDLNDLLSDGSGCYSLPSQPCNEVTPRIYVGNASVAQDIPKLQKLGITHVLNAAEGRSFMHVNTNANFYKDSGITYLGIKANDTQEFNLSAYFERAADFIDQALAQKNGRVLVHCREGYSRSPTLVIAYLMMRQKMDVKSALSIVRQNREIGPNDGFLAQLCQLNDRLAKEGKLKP
CCHF vOTU inh – CCHFV vOTU protease inhibition. inhibition, % at 11.5 µM. Pep-AMC fluorescence. 370,000 compounds, 0.55% hits. AID 651958; in the data active means inhibition above about 30%; further: 0% = vehicle wells with enzyme and 100% = no enzyme wells
TcdB inh – blocks C. difficile toxin B glycohydrolase activity; TcdB glycohydrolase enzymatic assay, plate reader; P18177; inhibition, % at 9.99 µM; AID 652162; 350,000 compounds, 0.24% hits; in the data active means inhibition above about 10%
Rv3671c inh – inhibitors of M. tuberculosis serine protease Rv3671c. AID 2606. inhibition, % at 5.96 µM. P9WHR9. 320,000 compounds, 0.048% hits; in the data active means inhibition above about 38%;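 further: extracellular domain of Rv3671c used as enzyme; 0% = enzyme with DMSO and 100% = no enzyme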
Target sequence (P9WHR9 whole entry, looked up, the tested form may be a part): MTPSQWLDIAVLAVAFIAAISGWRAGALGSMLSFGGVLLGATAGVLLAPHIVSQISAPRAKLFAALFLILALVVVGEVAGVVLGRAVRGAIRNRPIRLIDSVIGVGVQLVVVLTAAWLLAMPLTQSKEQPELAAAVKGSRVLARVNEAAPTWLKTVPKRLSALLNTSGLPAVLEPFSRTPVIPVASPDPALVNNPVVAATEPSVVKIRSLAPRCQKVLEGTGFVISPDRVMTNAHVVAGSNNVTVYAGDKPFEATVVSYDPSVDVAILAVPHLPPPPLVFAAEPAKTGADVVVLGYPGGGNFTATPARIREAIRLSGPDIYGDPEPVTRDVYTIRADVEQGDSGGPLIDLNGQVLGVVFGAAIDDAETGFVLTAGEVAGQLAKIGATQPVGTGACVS
MazEF act – MazEF (E. coli) toxin RNase activation | activation, % at 20 µM | 350,000 compounds, 0.32% hits | FAM/BHQ RNA-DNA oligo cleavage fluorescence, 5 h | AID 504720; in the data active means activation above about 50%
Target sequence (P0AE70 whole entry, looked up): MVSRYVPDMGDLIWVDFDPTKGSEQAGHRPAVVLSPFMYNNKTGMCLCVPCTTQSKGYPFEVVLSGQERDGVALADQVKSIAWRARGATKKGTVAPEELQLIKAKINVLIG
3CLpro inhibitor – SARS-CoV 3CLpro protease inhibition; P0C6X7; recombinant SARS-CoV 3CLpro, quenched FRET peptide cleavage; inhibition, % at 6 µM; 290,000 compounds, 0.14% hits; AID 1706; in the data active means inhibition above about 12%
PrPC surface inh – inhibitors of human cell surface prion protein PrPC. TR-FRET read-out. inhibition, % at 13.8 µM. P04156. AID 720596. 370,000 compounds, 0.43% hits; in the data active means inhibition above about 24%; further: 0% = median of the test wells and 100% = reference compound wells
PriA SSB inh – K. pneumoniae PriA-SSBct interaction inhibition. AlphaScreen SSBct-PriA binding, biotinylated peptide. inhibition, % at 33 µM. 430,000 compounds, 0.6% hits. AID 1272365; in the data active means inhibition mostly above about 37%, no sharp cut-off; inactive means mostly below about 20%;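 further: plate controls were negative control peptide for no effect and reference peptide for full effect; strong numbers were not always called active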
BH1578 lux ind – quorum light induction in luxS cqsA deficient V. cholerae | activation, % at 18.7 µM | V. cholerae BH1578 lux reporter, luminescence, 6 h | 350,000 compounds, 0.16% hits; in the data active means activation mostly above about 9.7%, no sharp cut-off; further: not every result past the cut was called active; inactives centre near 0; reference of the scale not given here
The depositor's hits bear a star; i = inactive; / = not tested or not shown; & = joins results of further samples.

SMILES	Yp Topo-I inh	VHR inh abs	CCHF vOTU inh	TcdB inh	Rv3671c inh	MazEF act	3CLpro inhibitor	PrPC surface inh	PriA SSB inh	BH1578 lux ind
Cn1c(N)c(C(=O)COC(=O)c2ccc(-c3ccccc3)cc2)c(=O)n(C)c1=O	15	/	-1	1.9	-101	-45	/	-2	-3	-0.4
COc1cc(C=Nc2cccc([N+](=O)[O-])c2C)ccc1OC(C)=O	4	5	0	0.9	1	-1	3	3	-11	i
CC(C)(C)SCCNC(=O)/C=C/c1ccc([N+](=O)[O-])cc1	-3	2	-7	-0.9	4	-2	-4	-30	-16	-0.2
O=C(Cc1ccc([N+](=O)[O-])cc1)N1CCCCCC1	6	0	-5	-0.2	-6	-9	5	-4	-17	-0.6
Cc1cc(F)ccc1NCc1cccnc1	6	19	-1	/	8	1	0	4	-22	-2.1
CCCCOc1ccc(C(=O)N2CC(C)OC(C)C2)cc1 (stereo unspecified)	-4	17	-20	0.9	0	2	-2	-2	-10	-0.4
Cc1ccc(NC(=O)c2ccc(F)c(S(=O)(=O)N3CCOCC3)c2)cc1F	27	19	-3	/	-10	0	1	13	-6	-2.4
Cc1cccc(C)c1NC(=O)CSc1nnc(-c2ccoc2C)n1C	-12	21	9	/	-1	-5	0	-7	-8	11
Cc1ccc(NC(=O)CN2C(=O)NC3(CCC(C)CC3)C2=O)c(Cl)c1 (stereo unspecified)	1	14	13	/	-4	1	2	3	-6	-0.4
COc1ccc(CCN2C(=O)NC(NS(=O)(=O)c3ccc(N)cc3)(C(F)(F)F)C2=O)cc1OC (stereo unspecified)	17	7	-6	0.5	1	2	3	-2	-9	-0.2
CCc1ccc(C(=O)c2oc3nc(C)cc(C)c3c2N)cc1	6	7	-7	/	11	2	0	-19	-6	i
COc1ccc(N2CC(C(=O)Nc3nnc(SCC(=O)c4ccccc4)s3)CC2=O)cc1 (stereo unspecified)	-4	0	-10	/	-7	-7	3	-2	-10	-0.4
COc1ccc(-c2nnc(SCC(=O)c3ccc(C)o3)o2)cc1	-4	26	-7	2.3	/	13	-2	10	-15	i
CCOc1ccccc1C1C2=C(COC2=O)Nc2cc3c(cc21)OCO3 (stereo unspecified)	2	9	-12	-3.2	7	-1	-1	10	1	-0.4
Cc1ccc(NC(=O)Cc2ccsc2)cc1S(=O)(=O)N1CCOCC1	2	/	7	0.7	-2	8	/	0	1	-2.9
CC(=O)c1cccc(-c2ccnc3c2CC(C(=O)N2CCN(C)CC2)O3)c1 (stereo unspecified)	-3	/	17	1.2	/	/	/	-9	/	-0.7
Cc1cc(C)nc(N/N=C/c2cccc(Cl)c2)n1	5	10	-2	2.2	4	5	1	0	/	-0.3
O=S(=O)(N1CCCCC1)N1CCNCC1	-13	19	-13	0.4	-16	-1	-2	1	1&0	2.0
O=C(Nc1cccc(F)c1)C1CCN(C(=O)Cc2ccccc2)CC1	-9	-8	12	/	14	-15	-5	5	-16	/
CCc1cc2c(SCC(=O)NC3CC3)ncnc2s1	4	/	-10	0.7	-2	15	/	-3	-12	i
COc1ccc2oc(-c3ccc(NC(=O)c4ccc(N5CCOCC5)c([N+](=O)[O-])c4)cc3)nc2c1	-1	5	-13	/	-8	3	4	-4	7	-0.6
COc1ccc(CN(CC(=O)NCc2ccco2)C(=O)CNS(=O)(=O)c2ccc(C)cc2)cc1	-5	-14	5	0.4	1	-2	-4	-3	4	-0.8
COCCn1c(Cc2ccccc2)nnc1SC(C)C(=O)NC1CC1 (stereo unspecified)	5	/	2	-0.9	-1	1	/	3	-6	i
Cc1cc(NC(=O)COC(=O)CSc2nc3cc(Cl)ccc3n2Cc2ccccc2)no1	6	17	5	/	-6	4	4	-3	-32	-4.5
Cc1ccc(SC2CCN(C(=O)C3CCC(=O)N(C4CC4)C3)CC2)cc1 (stereo unspecified)	8	9	15	0.1	4	-1	2	9	-1	-0.4
CCOc1cc(OCC)cc(C(=O)NCCCN2CCOCC2)c1	-2	22	-1	-5.1	13	0	-1	8	-7	2.8
Cc1ccc(C(CC(=O)N2CCOCC2)c2ccco2)cc1 (stereo unspecified)	0	-2	-16	/	3	7	0	-5	4	-0.3
COc1cc(C2NC(=O)NC(C)=C2C(=O)OCC2CCCO2)ccc1O (stereo unspecified)	-4	-5	-18	-0.5	0	-10	-7	1	2	7.1
Cc1ccc(CC(=S)N2CCOCC2)cc1	-2	20	-3	-1.2	1	4	-3	3	3	i
Cc1ccc(-c2nnn(CC(=O)N(c3ccccc3)C(C(=O)NCC3CCCO3)c3ccc(F)cc3)n2)o1 (stereo unspecified)	3	29	3	0.5	11	2	4	-7	5	1.0
Cc1ccc(-n2c(SCc3cn4ccsc4n3)nc3ccccc3c2=O)cc1	27	31	9	/	-13	-4	-1	8	18	-5.9
CN1[C@@H]2CC[C@H]1CC(OC(=O)C1C=Nc3ccccc31)C2 (stereo partly specified)	-2	-7	11	1.5	4	2	1	-5	-12	8.5
Cc1c(NC(=O)C2CC=CCC2C(=O)O)c(=O)n(-c2ccccc2)n1C (stereo unspecified)	-5	-1	-6	/	1	-4	-10	4	-9	-0.1
COc1ccccc1N1CCN(C(=O)/C=C/c2cccs2)CC1	6	-4	-17	/	3	0	6	-6	-14	-0.5
Cc1cc(NC(=O)Cc2ccccc2[N+](=O)[O-])no1	-17	16	-5	0.6	0	1	1	-14	-11	-0.4
CCOC(=O)Cn1c(C)[n+](C)c2cc(Cl)c(Cl)cc21	-8	7	3	-1.9	-3	7	5	5	-4	i
COc1cc(Cn2nnc3ccccc32)cc(Br)c1O	4	1	13	-6.9	-1	6	-3	12	-15	0.3
Cc1ccccc1-c1cc2nc(-c3ccc([N+](=O)[O-])cc3)cc(=O)n2[nH]1	1	-6	16	1.4	-11	2	2	5	0	-0.4
COCCNC(=O)NC(=O)COC(=O)C12CC3CC(CC(NC(C)=O)(C3)C1)C2	5	12	9	/	0	4	-2	4	-15	-5.0
Cc1ccc(CNC(=O)C(=O)NCC2CCCN2S(=O)(=O)c2cccs2)cc1 (stereo unspecified)	10	/	-9	1.4	-2	1	/	-1	1	-4.2

A different layout for 2 compounds above:
> COc1ccc(N2CC(C(=O)Nc3nnc(SCC(=O)c4ccccc4)s3)CC2=O)cc1 (stereo unspecified)
  Yp Topo-I inh: -4
  VHR inh abs: 0
  CCHF vOTU inh: -10
  TcdB inh: /
  Rv3671c inh: -7
  MazEF act: -7
  3CLpro inhibitor: 3
  PrPC surface inh: -2
  PriA SSB inh: -10
  BH1578 lux ind: -0.4

> O=C(Nc1cccc(F)c1)C1CCN(C(=O)Cc2ccccc2)CC1
  Yp Topo-I inh: -9
  VHR inh abs: -8
  CCHF vOTU inh: 12
  TcdB inh: /
  Rv3671c inh: 14
  MazEF act: -15
  3CLpro inhibitor: -5
  PrPC surface inh: 5
  PriA SSB inh: -16
  BH1578 lux ind: /

(cont.)
SMILES	Yp Topo-I inh	VHR inh abs	CCHF vOTU inh	TcdB inh	Rv3671c inh	MazEF act	3CLpro inhibitor	PrPC surface inh	PriA SSB inh	BH1578 lux ind
CC(C)Oc1cc(O)c2c(=O)c(-c3ccc(O)cc3)coc2c1	-1	-10	17	1.8	0	4	0	19	-7	-0.3
COc1ccc(Cc2nnc(NC(=O)c3ccccc3C)s2)cc1	-3	6	5	0.1	-7	4	1	1	-1	-1.8
CN(C)C(=O)CSc1n[nH]c(-c2ccco2)n1	-1	2	1	1.6	-6	1	4	-3	6	-0.5
CC(C)=CCCC(C)CN1CCC(N2CCC(C(=O)N3CCOCC3)CC2)CC1 (stereo unspecified)	-1	35	-9	2.1	-2	-1	-5	-12	-7	-0.8
CCCCC1(Cc2ccc([N+](=O)[O-])cc2)C(=O)N(c2ccccc2)N(c2ccccc2)C1=O	0	26	15	/	-7	1	3	-3	18	-0.4
O=C(Nc1cccnc1)c1ccc(C(=O)Nc2cccnc2)cc1	23	15	5	1.3	-3	-11	-3	2	-3	-0.3
COc1cc(/C=N/Nc2nc(C)cc(C)n2)ccc1O	-5	/	13	1.3	/	2	/	-2	/	i
C=CCNC(=O)COC(=O)c1ccc(Sc2nncn2C)c([N+](=O)[O-])c1	-3	3	4	0.6	-1	-4	3	-17	-9	-0.4
COc1ccc(CC(N)c2csc(NC(=O)Nc3ccccc3C(C)(C)C)n2)cc1 (stereo unspecified)	1	/	0	0.9	/	/	/	-3	/	-0.6
O=C1O/C(=C\C(=O)N2CCOCC2)c2ccccc21	2	19	3	/	-10	10	-1	5	-3	-0.6

The last five compounds of the part above open the next one.
SMILES	Yp Topo-I inh	VHR inh abs	CCHF vOTU inh	TcdB inh	Rv3671c inh	MazEF act	3CLpro inhibitor	PrPC surface inh	PriA SSB inh	BH1578 lux ind
O=C(Nc1cccnc1)c1ccc(C(=O)Nc2cccnc2)cc1	23	15	5	1.3	-3	-11	-3	2	-3	-0.3
COc1cc(/C=N/Nc2nc(C)cc(C)n2)ccc1O	-5	/	13	1.3	/	2	/	-2	/	i
C=CCNC(=O)COC(=O)c1ccc(Sc2nncn2C)c([N+](=O)[O-])c1	-3	3	4	0.6	-1	-4	3	-17	-9	-0.4
COc1ccc(CC(N)c2csc(NC(=O)Nc3ccccc3C(C)(C)C)n2)cc1 (stereo unspecified)	1	/	0	0.9	/	/	/	-3	/	-0.6
O=C1O/C(=C\C(=O)N2CCOCC2)c2ccccc21	2	19	3	/	-10	10	-1	5	-3	-0.6
C#CCCC/C(=C\C(=O)N(C)[C@H](C(=O)N(C)[C@H](C(=O)N(C)[C@H](C(=O)N(C)[C@H](C(N)=O)C(C)C)C(C)C)C(C)C)C(C)C)OC	46	/	7	-2.5	2	9	/	-6	-1	-0.7
CCN(C(=O)COC(=O)c1c(C)noc1C)C1CCS(=O)(=O)C1 (stereo unspecified)	7	32	2	0.7	6	4	3	-6	-1	-0.6
Nc1nnc(SCc2ccc(F)cc2Cl)s1	-7	10	/	1.0	9	-1	-1	/	5	-0.7
Cc1nc(C(=O)NC2CCOCC2)sc1C1(C)CC(c2ccccc2)=NO1 (stereo unspecified)	6	-5	-3	0.4	-12	-3	/	-7	2	-8.3
O=C(C1=C[C@@H](c2ccc3c(c2)OCO3)C[C@@H](OCCCCO)O1)N1CCOCC1	-11	-8	-4	-0.4&0.7	-2	0	5	5	-11	0.6
N#Cc1ncn(C2OC(CO)C(O)C2O)c1N (stereo unspecified)	4	/	3	0.5	/	3	/	-1	/	i
CC1=Nc2ccccc2N=C(NC(=O)CN2CCN(c3ccc(F)cc3)CC2)C1c1ccccc1 (stereo unspecified)	34	-12	-2	-0.5	10	5	-1	11	-1	i
NC(=O)c1ccsc1NC(=O)CS(=O)(=O)c1ccccc1	-1	/	-2	0.6	-10	3	/	-6	-14	i

Record cards (already shown). Screens in order: Yp Topo-I inh	VHR inh abs	CCHF vOTU inh	TcdB inh	Rv3671c inh	MazEF act	3CLpro inhibitor	PrPC surface inh	PriA SSB inh	BH1578 lux ind
Record of C#CCCC/C(=C\C(=O)N(C)[C@H](C(=O)N(C)[C@H](C(=O)N(C)[C@H](C(=O)N(C)[C@H](C(N)=O)C(C)C)C(C)C)C(C)C)C(C)C)OC = 46	/	7	-2.5	2	9	/	-6	-1	-0.7
Record of Cc1nc(C(=O)NC2CCOCC2)sc1C1(C)CC(c2ccccc2)=NO1 (stereo unspecified) = 6	-5	-3	0.4	-12	-3	/	-7	2	-8.3
Record of CCN(C(=O)COC(=O)c1c(C)noc1C)C1CCS(=O)(=O)C1 (stereo unspecified) = 7	32	2	0.7	6	4	3	-6	-1	-0.6

Some of the compounds tested; the hit share may differ from the screen's.
